PAD4 FP inh: PAD4 (human) enzyme inhibition. Q9UM07. recombinant PAD4, RCA probe fluorescence polarization. inhibition, % at 6.36 µM. 330,000 tested, 0.41% active. AID 485272;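 active = percent inhibition above a cutoff equal to the mean of all tested compounds plus 3 SD, cut at about 15% in these data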;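 note: 0% = PAD4 with RCA probe and DMSO and 100% = probe without PAD4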
PAFAH1B2 FP inh: blocks human PAF acetylhydrolase 1b catalytic subunit 2; P68402; recombinant PAFAH1B2, FP-rhodamine activity probe, fluorescence polarization; inhibition, % at 3.39 µM; 340,000 tested, 1.2% active;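 active = inhibition above the mean of all tested compounds plus 3 SD, cut at about 24% in these data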;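 note: 0% = enzyme with DMSO and 100% = wells lacking PAFAH1B2; many of its hits are not listed in these tables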
PAFAH2 FP inh: inhibitors of human PAFAH2; recombinant PAFAH2, FP-rhodamine activity probe, fluorescence polarization; Q99487; AID 492956; inhibition, % at 3.39 µM; 340,000 tested, 0.99% active;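 active = inhibition above the mean over all tested compounds plus 3 SD, cut at about 30% in these data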;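 note: inhibitors block probe labeling of enzyme so polarization drops; 0% = enzyme with DMSO and 100% = wells lacking PAFAH2 protein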
PME-1 inh: blocks human protein phosphatase methylesterase 1. inhibition, % at 5.9 µM. 320,000 tested, 0.53% active. recombinant PME-1, FP-Rh probe fluorescence polarization. Q9Y570. AID 2130;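 active = inhibition above the campaign mean of all compounds plus 3 SD, cut at about 26% in these data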;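 note: competitive labeling of PME-1 active site by serine hydrolase directed probe; 0% = PME-1 with DMSO and 100% = wells lacking PME-1 enzyme; inhibitors block probe labeling so polarization falls and inhibition rises; many of its hits are not listed in these tables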
Target sequence (Q9Y570 whole entry, looked up): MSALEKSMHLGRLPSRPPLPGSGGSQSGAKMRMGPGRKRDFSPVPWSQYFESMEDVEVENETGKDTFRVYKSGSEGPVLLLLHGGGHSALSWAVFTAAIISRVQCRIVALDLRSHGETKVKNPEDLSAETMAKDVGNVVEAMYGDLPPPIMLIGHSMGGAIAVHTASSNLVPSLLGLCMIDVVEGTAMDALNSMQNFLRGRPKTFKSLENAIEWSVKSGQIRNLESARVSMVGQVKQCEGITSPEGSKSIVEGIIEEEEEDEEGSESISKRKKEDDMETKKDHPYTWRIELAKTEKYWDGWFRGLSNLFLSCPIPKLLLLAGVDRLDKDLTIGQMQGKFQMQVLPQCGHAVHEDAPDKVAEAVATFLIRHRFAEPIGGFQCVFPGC
GSTO1 inh: GSTO1 inhibition, counter-screen for RBBP9 inhibitors. inhibition, % at 5.96 µM. P78417. recombinant GSTO1, activity-based probe fluorescence polarization. 300,000 tested, 1.1% active;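 active = inhibition above the campaign mean inhibition plus 3 SD, cut at about 35% in these data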;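 note: 0% = GSTO1-1 with DMSO and 100% = wells lacking GSTO1-1 enzyme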
pPAFAH FP inh: inhibitors of human plasma PAF acetylhydrolase (pPAFAH); recombinant pPAFAH, FP-rhodamine probe fluorescence polarization; inhibition, % at 3.39 µM; 330,000 tested, 1.5% active; AID 463082; Q13093;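 active = inhibition above the mean inhibition across the screen plus 3 SD, cut at about 25% in these data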;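 note: inhibitors block binding of the rhodamine activity-based probe so polarization drops; 0% = enzyme with DMSO and 100% = wells lacking pPAFAH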
Target sequence (Q13093 whole entry, looked up): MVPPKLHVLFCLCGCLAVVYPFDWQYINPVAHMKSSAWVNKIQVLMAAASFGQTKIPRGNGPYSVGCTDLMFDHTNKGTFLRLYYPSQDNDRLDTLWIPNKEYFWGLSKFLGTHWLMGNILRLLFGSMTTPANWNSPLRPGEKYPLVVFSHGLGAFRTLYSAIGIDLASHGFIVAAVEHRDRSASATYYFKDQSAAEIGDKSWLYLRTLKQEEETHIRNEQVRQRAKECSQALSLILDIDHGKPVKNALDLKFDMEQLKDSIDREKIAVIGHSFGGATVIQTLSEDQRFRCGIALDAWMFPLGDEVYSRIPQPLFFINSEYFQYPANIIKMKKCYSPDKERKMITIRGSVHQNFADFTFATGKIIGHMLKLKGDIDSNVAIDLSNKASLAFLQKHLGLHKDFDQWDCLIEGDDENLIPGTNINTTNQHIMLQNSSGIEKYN
PAFAH1B3 inh: PAFAH1B3 (human) inhibition | AID 492972 | recombinant PAFAH1B3, FP-rhodamine probe, fluorescence polarization | 340,000 tested, 0.28% active | inhibition, % at 3.39 µM;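 active = inhibition above the screen-wide average of all tested compounds plus 3 SD, cut at about 25% in these data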;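 note: 0% = enzyme with DMSO only and 100% = wells lacking PAFAH1B3 protein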
LYPLA1 counter: counter-screen for PME1 inhibitors: inhibitors of human LYPLA1; 320,000 tested, 0.16% active; inhibition, % at 5.9 µM; O75608; AID 2174; recombinant LYPLA1, FP-Rh probe fluorescence polarization;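 active = inhibition above the mean of all tested compounds plus 3 SD, set per campaign, cut at about 14% in these data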;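 note: inhibitors block serine hydrolase probe labeling of LYPLA1 so polarization falls; 0% = enzyme with DMSO and 100% = wells lacking LYPLA1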
Target sequence (O75608 whole entry, looked up): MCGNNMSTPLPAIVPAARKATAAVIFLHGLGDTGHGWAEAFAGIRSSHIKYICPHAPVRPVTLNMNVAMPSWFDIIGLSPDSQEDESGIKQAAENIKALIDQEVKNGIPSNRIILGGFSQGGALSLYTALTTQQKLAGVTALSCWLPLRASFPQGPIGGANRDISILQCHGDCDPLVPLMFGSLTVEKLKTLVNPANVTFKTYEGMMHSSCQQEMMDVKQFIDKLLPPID
LYPLA2 counter: blocks human lysophospholipase 2, a PME1 counter-screen; O95372; recombinant LYPLA2, FP-Rh probe fluorescence polarization; inhibition, % at 5.9 µM; 320,000 tested, 0.38% active;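 active = inhibition above the screen-wide mean plus 3 SD, limit set per campaign, cut at about 26% in these data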;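 note: 0% = LYPLA2 with DMSO and 100% = wells lacking LYPLA2 enzyme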
Numbers without * were called inactive.

COCCC(=O)N1CCC(Oc2ccc(C(=O)NC3CCCCC3)cc2)CC1 was read as PAD4 FP inh -3, PAFAH1B2 FP inh 6, PAFAH2 FP inh -1, PME-1 inh -6, GSTO1 inh 6, pPAFAH FP inh 3, PAFAH1B3 inh -4, LYPLA1 counter -1 and LYPLA2 counter 5.
For CC1=C([N+](=O)[O-])C(c2ccc(Cl)cc2)NC(=O)N1C (stereo not given) the results were PAD4 FP inh -4, PAFAH1B2 FP inh 2, PAFAH2 FP inh 4, PME-1 inh 1, GSTO1 inh 4, pPAFAH FP inh 2, PAFAH1B3 inh 5, LYPLA1 counter 4 and LYPLA2 counter 0.
`CNS(=O)(=O)c1ccc(C(=O)NCC(=O)NC(C)c2cccs2)cc1` (stereo not given) gave PAD4 FP inh -1, PAFAH1B2 FP inh 1, PAFAH2 FP inh 2, PME-1 inh 10, pPAFAH FP inh -4, PAFAH1B3 inh 0, LYPLA1 counter -1 and LYPLA2 counter 2.
`Cc1ccnc(NC(=O)CNC(=O)C23CC4CC(CC(C4)C2)C3)c1` gave PAD4 FP inh 0, PAFAH1B2 FP inh 14, PAFAH2 FP inh 11, PME-1 inh 1, GSTO1 inh -2, pPAFAH FP inh 0, PAFAH1B3 inh 3, LYPLA1 counter 4 and LYPLA2 counter 2.
`CCn1c(=O)c([N+](=O)[O-])c(N2CCOCC2)c2ccccc21` gave PAD4 FP inh -1, PAFAH1B2 FP inh 1, PAFAH2 FP inh -8, PME-1 inh 0, GSTO1 inh 8, pPAFAH FP inh 2, PAFAH1B3 inh 1, LYPLA1 counter -2 and LYPLA2 counter 2.
For Cc1cc2c(cc1S(=O)(=O)NCc1ccc(Cl)cc1)OCC(=O)N2 the results were PAD4 FP inh 1, PAFAH1B2 FP inh 13, PAFAH2 FP inh -2, PME-1 inh 1, GSTO1 inh -2, pPAFAH FP inh 2, PAFAH1B3 inh 9, LYPLA1 counter -4 and LYPLA2 counter 2.
Screening COCCN=C1Sc2nc3c(C)cccc3cc2CN1Cc1ccco1 returned PAD4 FP inh -1, PAFAH1B2 FP inh -7, PAFAH2 FP inh -6, PME-1 inh -6, GSTO1 inh -1, pPAFAH FP inh 5, PAFAH1B3 inh 1, LYPLA1 counter -4 and LYPLA2 counter -5.
For COc1cccc(-c2cc3c(=O)n(-c4ccccc4)c(=S)[nH]c3s2)c1 the results were PAD4 FP inh 6, PAFAH1B2 FP inh 4, PAFAH2 FP inh 15, PME-1 inh -3, GSTO1 inh 6, pPAFAH FP inh 1, PAFAH1B3 inh -1, LYPLA1 counter -2 and LYPLA2 counter 1.
Screening CC(=O)c1cnc2nc(SCc3ccccc3)nn2c1C returned PAD4 FP inh -2, PAFAH1B2 FP inh 1, PAFAH2 FP inh 2, PME-1 inh 0, GSTO1 inh 5, pPAFAH FP inh 1, PAFAH1B3 inh 0, LYPLA1 counter 2 and LYPLA2 counter 1.
For Cc1ccc(-c2nn(-c3ccccc3)cc2C(=O)NCCCN2CCOCC2)cc1 the results were PAD4 FP inh -2, PAFAH1B2 FP inh 8, PAFAH2 FP inh 4, PME-1 inh 2, GSTO1 inh 5, pPAFAH FP inh 2, PAFAH1B3 inh 6, LYPLA1 counter -2 and LYPLA2 counter -3.
Screening CNc1sc(C(=O)c2ccc(F)cc2)c(N)c1-c1nc2ccccc2s1 returned PAD4 FP inh 1, PAFAH1B2 FP inh 5, PAFAH2 FP inh 7, PME-1 inh 13, GSTO1 inh 8, pPAFAH FP inh 10, PAFAH1B3 inh 7, LYPLA1 counter 1 and LYPLA2 counter 10.
`CNCCC(Oc1ccc(C(F)(F)F)cc1)c1ccccc1` (stereo not given) gave PAD4 FP inh 2, PAFAH1B2 FP inh 5, PAFAH2 FP inh -4, PME-1 inh -3, GSTO1 inh 4, pPAFAH FP inh 9, PAFAH1B3 inh 13, LYPLA1 counter -3 and LYPLA2 counter 0.
`Cc1ccc(/C=N/NC(=O)c2cc(C3CC3)nc3ccccc23)o1` gave PAD4 FP inh 0, PAFAH1B2 FP inh 1, PAFAH2 FP inh -5, PME-1 inh -1, GSTO1 inh 6, pPAFAH FP inh 0, PAFAH1B3 inh 1, LYPLA1 counter 0 and LYPLA2 counter 3.
CNNCc1ccc(C(=O)NC(C)C)cc1 was read as PAD4 FP inh -1, PAFAH1B2 FP inh -3, PAFAH2 FP inh -7, PME-1 inh 4, GSTO1 inh 6, pPAFAH FP inh 5, PAFAH1B3 inh 0, LYPLA1 counter 0 and LYPLA2 counter 6.
CCCn1cnnc1CNC(=O)C1CCC(=O)N(CCc2cccc(F)c2)C1 (stereo not given) was read as PAD4 FP inh 1, PAFAH1B2 FP inh 2, PAFAH2 FP inh -4, PME-1 inh -4, GSTO1 inh 8, pPAFAH FP inh -2, PAFAH1B3 inh 6, LYPLA1 counter -5 and LYPLA2 counter 0.
For Cc1ccsc1C(=O)OCC(=O)Nc1cccc(F)c1 the results were PAD4 FP inh -4, PAFAH1B2 FP inh -5, PAFAH2 FP inh 91*, PME-1 inh 1, pPAFAH FP inh 32*, PAFAH1B3 inh 12, LYPLA1 counter 4 and LYPLA2 counter 17.
Screening COc1ccc(Oc2nc3c(c(=O)n(C)c(=O)n3C)n2C)cc1 returned PAD4 FP inh -5, PAFAH1B2 FP inh 2, PAFAH2 FP inh -7, PME-1 inh -8, GSTO1 inh 7, pPAFAH FP inh -4, PAFAH1B3 inh 1, LYPLA1 counter 0 and LYPLA2 counter 3.
`CC(C)[C@H](NC(=O)Nc1ccc(S(N)(=O)=O)cc1)C(=O)O` gave PAD4 FP inh -4, PAFAH1B2 FP inh 9, PAFAH2 FP inh 10, PME-1 inh 1, GSTO1 inh -2, pPAFAH FP inh 2, PAFAH1B3 inh 3, LYPLA1 counter 1 and LYPLA2 counter -1.
For CCc1c(C)nc2cc(C)[nH]n2c1=O the results were PAD4 FP inh -4, PAFAH1B2 FP inh 5, PAFAH2 FP inh -5, PME-1 inh -4, GSTO1 inh 5, pPAFAH FP inh 1, PAFAH1B3 inh 4, LYPLA1 counter 3 and LYPLA2 counter -4.
`CCCC(=O)Nc1ccc(Sc2ccc([N+](=O)[O-])cc2)cc1` gave PAD4 FP inh 3, PAFAH1B2 FP inh 11, PAFAH2 FP inh -8, PME-1 inh 7, GSTO1 inh 3, pPAFAH FP inh 9, PAFAH1B3 inh 4, LYPLA1 counter 8 and LYPLA2 counter 16.
For CCCNNC(=O)C(O)(c1cccc(C)c1)c1cccc(C)c1 the results were PAD4 FP inh 3, PAFAH1B2 FP inh 7, PAFAH2 FP inh 1, PME-1 inh -3, GSTO1 inh 1, pPAFAH FP inh -4, PAFAH1B3 inh 5, LYPLA1 counter 4 and LYPLA2 counter 2.
O=C(Nc1cccc(NC(=O)c2cccnc2)c1)c1ccccc1 was read as PAD4 FP inh -2, PAFAH1B2 FP inh 3, PAFAH2 FP inh -2, PME-1 inh 3, GSTO1 inh 4, pPAFAH FP inh 2, PAFAH1B3 inh -8, LYPLA1 counter -1 and LYPLA2 counter -4.
O=C(CCCN1C(=O)c2cccc3cccc(c23)C1=O)N1CCc2ccccc2C1 was read as PAD4 FP inh -4, PAFAH1B2 FP inh 4, PAFAH2 FP inh 10, PME-1 inh 3, GSTO1 inh -4, pPAFAH FP inh 3, PAFAH1B3 inh -2, LYPLA1 counter 0 and LYPLA2 counter 2.
Cc1ccc(S(=O)(=O)c2c(C)nn(C(C)(C)C)c2OC(=O)c2cccs2)cc1 was read as PAD4 FP inh -2, PAFAH1B2 FP inh -3, PAFAH2 FP inh 0, PME-1 inh 0, GSTO1 inh 1, pPAFAH FP inh 7, PAFAH1B3 inh -3, LYPLA1 counter 1 and LYPLA2 counter 3.
For Cc1ccc(S(=O)(=O)CCC(=O)OCC(=O)N2CCN(c3ccccc3)CC2)cc1 the results were PAD4 FP inh -2, PAFAH1B2 FP inh 5, PAFAH2 FP inh 0, PME-1 inh -2, GSTO1 inh 16, pPAFAH FP inh 7, PAFAH1B3 inh 2, LYPLA1 counter 0 and LYPLA2 counter -3.
Screening CN(C)NC(=S)Nc1cccc(C(F)(F)F)c1 returned PAD4 FP inh -5, PAFAH1B2 FP inh -1, PAFAH2 FP inh -2, PME-1 inh 7, GSTO1 inh 1, pPAFAH FP inh 3, PAFAH1B3 inh 6, LYPLA1 counter -1 and LYPLA2 counter -3.
Screening CN(CC(=O)Nc1ccc(Cl)c(Cl)c1)C(=O)C1CCC1 returned PAD4 FP inh 2, PAFAH1B2 FP inh 7, PAFAH2 FP inh 4, pPAFAH FP inh 3 and PAFAH1B3 inh 4.
For O=C(NC1(Cc2ccccc2)CCN(CCc2cccs2)C1=O)c1ccccc1 (stereo not given) the results were PAD4 FP inh 0, PAFAH1B2 FP inh 7, PAFAH2 FP inh -3, PME-1 inh 0, pPAFAH FP inh 2, PAFAH1B3 inh 9, LYPLA1 counter 6 and LYPLA2 counter 6.
For CC(=O)c1cccc(S(=O)(=O)N2CCN(c3nc4cc(C)cc(C)c4cc3C#N)CC2)c1 the results were PAD4 FP inh -4, PAFAH1B2 FP inh -10, PAFAH2 FP inh -7, PME-1 inh 4, GSTO1 inh 1, pPAFAH FP inh 2, PAFAH1B3 inh -3, LYPLA1 counter -3 and LYPLA2 counter 3.
Cc1csc(NC(=O)Cc2ccc(Br)cc2)n1 was read as PAD4 FP inh -1, PAFAH1B2 FP inh 19, PAFAH2 FP inh 0, PME-1 inh 0, GSTO1 inh 2, pPAFAH FP inh 4, PAFAH1B3 inh 1, LYPLA1 counter 0 and LYPLA2 counter -1.
For O=S1(=O)CCO[C@H]2Cc3ccccc3[C@H]2N1Cc1cccc(F)c1 the results were PAD4 FP inh -3, PAFAH1B2 FP inh 20, PAFAH2 FP inh -1, PME-1 inh -2, GSTO1 inh 15, pPAFAH FP inh 3, PAFAH1B3 inh 4, LYPLA1 counter 0 and LYPLA2 counter -1.
Screening COc1ccc(NC(=O)C2CCCN2C(=O)NC2CCCCC2)cc1OC (stereo not given) returned PAD4 FP inh 0, PAFAH1B2 FP inh -3, PAFAH2 FP inh -7, PME-1 inh -2, GSTO1 inh -1, pPAFAH FP inh 3, PAFAH1B3 inh -2, LYPLA1 counter 0 and LYPLA2 counter -4.
For COc1cccc(N2CCN(C(=O)CCc3nnc4ccc(N5CCCC5)nn34)CC2)c1 the results were PAD4 FP inh -1, PAFAH1B2 FP inh 6, PAFAH2 FP inh -2, PME-1 inh -2, GSTO1 inh 1, pPAFAH FP inh 2, PAFAH1B3 inh 5, LYPLA1 counter 5 and LYPLA2 counter 0.
CCOC(=O)C1CCN(C(=O)COc2ccc(S(=O)(=O)N3CCCC3)cc2C)CC1 was read as PAD4 FP inh 3, PAFAH1B2 FP inh 1, PAFAH2 FP inh -5, PME-1 inh -2, GSTO1 inh 3, pPAFAH FP inh -8, PAFAH1B3 inh 5, LYPLA1 counter -3 and LYPLA2 counter 5.
For O=C(CCn1cnnn1)N1CCCC(Nc2ccc(F)c(F)c2)C1 (stereo not given) the results were PAD4 FP inh -5, PAFAH1B2 FP inh 3, PAFAH2 FP inh -6, PME-1 inh -3, GSTO1 inh -3, pPAFAH FP inh -6, PAFAH1B3 inh 9, LYPLA1 counter -2 and LYPLA2 counter -1.
CCOc1ccccc1OCCOCCN1CC(C)OC(C)C1 (stereo not given) was read as PAD4 FP inh 2, PAFAH1B2 FP inh 2, PAFAH2 FP inh -8, PME-1 inh -3, GSTO1 inh 1, pPAFAH FP inh -4, PAFAH1B3 inh 2, LYPLA1 counter 3 and LYPLA2 counter -3.

Compound activity: PubChem, The Scripps Research Institute Molecular Screening Center

This is a subset; the hit share may differ from the screen's.
